Compound activity deposited in PubChem BioAssay by National Center for Advancing Translational Sciences (NCATS).
Mito fusion act: blocks mitochondrial division or promotes mitochondrial fusion | actives 0.23% (n = 320,000) | Potency, µM (top dose mostly 46.1 µM), for the others: at the highest dose growth rescue (activation), most hits filed as activators | S. cerevisiae fusion-defective mutant growth rescue, CellTiterGlo 48 h | AID 485298;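 note: potency is the fitted concentration of half-maximal effect; % of control where 0% means no effect; nearly all actives have a fitted effect of over 45% in size; temperature-sensitive fusion mutants such as fzo1-1 at 37 °C on non-fermentable ethanol glycerol medium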
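Compounds are tested for their ability to restore growth of mitochondrial fusion-defective yeast strains at non-permissive 37C in YPEG medium over 48 hours. Viability is quantified by luciferase luminescence.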
TSG101-PTAP inh: blocks PTAP/TSG101 interaction to inhibit HIV-1 budding; Potency, µM (highest dose often 115 µM), for inactives: at the highest dose activity change, negative = inhibition, hits mostly inhibitors; 340,000 tested, under 10 active; Fluorescence polarization, FITC-PTAP peptide / Tsg101 binding; Q99816; active = well fitted inhibition curve with a large enough effect in the main read-out, with a control signal flat, not every such curve was filed as active; inconclusive = small, poorly fitted or top-dose-only effect, or effect the other way, or a change in a side signal; inactive = no such curve, though single readings can be large or run the other way; note: potency is the fitted concentration of half-maximal effect; % of control where 0% means no effect
Target sequence (Q99816 whole entry, looked up): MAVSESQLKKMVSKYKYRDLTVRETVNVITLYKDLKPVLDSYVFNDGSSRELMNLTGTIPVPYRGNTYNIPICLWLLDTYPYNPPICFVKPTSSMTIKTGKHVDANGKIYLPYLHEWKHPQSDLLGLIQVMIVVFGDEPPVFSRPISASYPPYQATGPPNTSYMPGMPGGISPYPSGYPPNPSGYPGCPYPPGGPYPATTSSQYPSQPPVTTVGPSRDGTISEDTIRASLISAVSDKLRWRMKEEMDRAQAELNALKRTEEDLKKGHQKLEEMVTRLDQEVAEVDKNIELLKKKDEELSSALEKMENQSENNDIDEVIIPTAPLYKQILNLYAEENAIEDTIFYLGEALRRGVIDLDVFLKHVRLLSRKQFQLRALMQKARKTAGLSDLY
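Tsg101 binding domain (10 uM final) was mixed with compound and a FITC-labeled PTAP peptide (50 nM final) in HEPES pH 7.5 buffer with NaCl, Tween 20, EDTA and TCEP; fluorescence polarization was read after 20 min at r.t.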
S-ASM inh: blocks human secretory acid sphingomyelinase; P17405; placental ASM, HMU-PC fluorogenic substrate, 60 min; Potency, µM (titrated, usually from 57.5 µM), inactives show at the top dose activity change, negative = inhibition, usual class: inhibitors; actives 0.006% (n = 340,000); note: potency is the fitted concentration of half-maximal effect
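Human placenta-derived ASM preincubated with compound 10 min at room temperature, then reacted with 9 uM (final) fluorogenic HMU-PC substrate for 60 min at 37 C. Stop solution raises pH to 10; fluorescence read at Ex 386/Em 447 nm.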
MBNL1 CUG block: MBNL1-poly(CUG) RNA binding inhibition. actives 0.036% (n = 280,000). TR-FRET MBNL1-His/biotin-(CUG)12 binding, 665/545 ratio. Potency, µM (doses to about 57.5 µM), inactives show top-dose activity change, negative = inhibition, actives largely listed as inhibitors. AID 2675; active = well fitted inhibition curve with a large enough effect in the signal ratio, with a control signal flat, not every such curve was filed as active; inconclusive = small, poorly fitted or top-dose-only effect, or effect the other way, or a change in a side signal; inactive = no such curve, though single readings can be large or run the other way; the % refers to the signal ratio; note: potency is the fitted concentration of half-maximal effect; % is set by controls: 0 for no effect and ±100 for the full control effect
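TR-FRET readout: Ex 340 nm, 665/545 nm emission ratio, normalized to buffer-only (basal) and MBNL1-(CUG)12 controls. Complex of MBNL1-His with Biotin-(CUG)12, compounds 92 nM–58 uM, incubated 60 min at room temperature.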
TSHR antag: blocks TSH signaling through the human TSH receptor | actives 0.2% (n = 330,000) | activity change, negative = inhibition, % at 11.5 µM | TSHR-expressing cells, TSH-stimulated cAMP HTRF, 2 h; hits give low values;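 active = activity change below a set negative limit, meaning inhibition stronger than a set level, cut at about -70% in these data; inconclusive = activity change between two set negative limits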; note: % is set by controls: 0 for no effect and ±100 for the full control effect
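TSHR-expressing cells were treated with compounds, then stimulated with TSH at EC80 (4nM final) for 2 hours at 37 deg C. Cellular cAMP was measured by HTRF competition between lysate cAMP and cAMP-d2 for a cryptate-labelled anti-cAMP antibody.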
TCR activator: activates T cell receptor signaling | primary human leukocytes, anti-CD3, IL-2 HTRF, 48 h | Potency, µM (titrated, usually from 9.22 µM), without a hit: at the highest dose activation of IL-2 secretion, most hits filed as activators | 330,000 tested, under 10 active | AID 504894; note: % of control where 0% means no effect
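Primary human leukocytes incubated 48 hr with anti-CD3 beads plus compound, without co-stimulation. Secreted IL-2 measured by HTRF (europium cryptate/d2 anti-IL-2 pair, 320 nm excitation, 665 nm emission).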
a7 integrin act: activates integrin-mediated alleviation for muscular dystrophy; actives 0.064% (n = 350,000); alpha7betagal myoblasts, beta-gal FDG fluorescence, 48 h; Potency, µM (series often up to 38.3 µM), without a hit: at the highest dose activation, usual class: activators; AID 624291;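 note: potency is the fitted concentration of half-maximal effect; 100% = response of the positive control SU9516; nearly all actives have a fitted effect of over 60% in size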
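Alpha7betagal+/- myoblasts (passage 13) were plated 16-24 hr, then exposed to compounds (1:260 dilution of DMSO stock) for 48 hours at 37C. After MPER lysis, β-galactosidase reporter activity was read as FDG fluorescence (ex 480/em 540) after 30 minutes.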
Menin-MLL TR inh: displaces Texas Red mutant MLL peptide from human menin | Menin + Texas Red MLL mutant peptide, fluorescence polarization | actives 0.23% (n = 270,000) | Potency, µM (top dose mostly 61.6 µM), inactives show at the top dose FP activity change, negative = inhibition, hits mostly inhibitors | O00255; active = well fitted inhibition curve with a large enough effect in the polarisation, with a control signal flat, not every such curve was filed as active; inconclusive = small, poorly fitted or top-dose-only effect, or effect the other way, or a change in a side signal; inactive = no such curve, though single readings can be large or run the other way; the % refers to the polarisation; note: potency is the fitted concentration of half-maximal effect; % of control where 0% means no effect; many of its hits are not listed in these tables
Target sequence (O00255 whole entry, looked up): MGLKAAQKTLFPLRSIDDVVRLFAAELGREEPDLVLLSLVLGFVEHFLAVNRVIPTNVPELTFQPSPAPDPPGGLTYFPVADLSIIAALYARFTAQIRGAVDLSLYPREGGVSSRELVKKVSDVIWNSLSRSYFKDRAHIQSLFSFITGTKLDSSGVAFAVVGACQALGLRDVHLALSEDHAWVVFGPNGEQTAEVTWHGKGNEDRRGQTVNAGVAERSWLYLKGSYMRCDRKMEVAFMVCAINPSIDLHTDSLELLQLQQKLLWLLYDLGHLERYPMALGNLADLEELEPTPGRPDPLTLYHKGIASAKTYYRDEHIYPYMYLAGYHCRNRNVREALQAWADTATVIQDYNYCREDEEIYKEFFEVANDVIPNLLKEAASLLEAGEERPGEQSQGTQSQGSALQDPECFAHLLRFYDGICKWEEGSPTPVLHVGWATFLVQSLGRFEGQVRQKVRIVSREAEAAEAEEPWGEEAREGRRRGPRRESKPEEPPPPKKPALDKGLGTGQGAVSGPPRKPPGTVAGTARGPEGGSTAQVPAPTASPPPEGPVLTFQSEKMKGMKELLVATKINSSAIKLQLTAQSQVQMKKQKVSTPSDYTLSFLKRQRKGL
CXXC DNA block: MLL CXXC-DNA interaction inhibition; MLL-CXXC / FITC-HOXA9 DNA fluorescence polarization; actives 0.037% (n = 290,000); Potency, µM (doses to about 115 µM), for the others: at the highest dose activity change, negative = inhibition, usual class: inhibitors; Q03164; active = well fitted inhibition curve with a large enough effect in the polarisation, with a control signal flat, not every such curve was filed as active; inconclusive = small, poorly fitted or top-dose-only effect, or effect the other way, or a change in a side signal; inactive = no such curve, though single readings can be large or run the other way; the % refers to the polarisation; note: potency is the fitted concentration of half-maximal effect
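Fluorescence polarization: 7 uM MLL-CXXC (stock) preincubated 5 min with compounds, then 50 nM fluorescein-HOX-A9 DNA (stock) added; 30 min ambient. Buffer 50 mM Tris-HCl pH 7.5, 50 mM NaCl, 1 mM DTT, 0.05% BSA.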
A-T KAP1 phos: candidate therapy for ataxia-telangiectasia | Potency, µM (doses to about 57.5 µM), without a hit: at the highest dose activation, most hits filed as activators | AID 485349 | […] A-T fibroblasts, KAP-1 phosphorylation AlphaLISA; neocarzinostatin DNA damage 30 min before lysis | actives 0.19% (n = 320,000); note: potency is the fitted concentration of half-maximal effect; % of control where 0% means no effect; nearly all actives have a fitted effect of over 45% in size
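hTERT-immortalized A-T patient fibroblasts ([…]), 500 cells/well in OPTI-MEM, 1% FBS, got compounds for 60 min, then NCS for 30 min at 37C. Lysates were then assayed for phospho-KAP-1 by AlphaLISA (anti-pKAP1 donor, anti-KAP1 acceptor beads), 6 hr at 25C.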
Starred values were filed as active, the others as inactive; ? = inconclusive; . = no result given; [ ] = another dose, or the depositor's remark. Unless noted, calls come from the whole dose curve; as a rule, active = well fitted curve in the direction sought with a large enough effect; inconclusive = small, poorly fitted or top-dose-only effect, or another doubt; inactive = no such curve, though single readings can be large; an effect the other way counts as inactive or inconclusive. A portion of the library; the hit share may differ from the screen's.

SMILES	Mito fusion act	TSG101-PTAP inh	S-ASM inh	MBNL1 CUG block	TSHR antag	TCR activator	a7 integrin act	Menin-MLL TR inh	CXXC DNA block	A-T KAP1 phos
O=C(Nc1cccc(NC(=O)c2ccco2)c1)c1cnccn1	9%	-3%	-1%	-13%	25	-5%[46.1 µM]	5%	-1%	-1%	-2%
CSCCC(NS(=O)(=O)c1ccccc1F)C(=O)NCc1cccs1 (stereo not drawn)	2%	0%	8%	.	1	-34%	5%	.	.	2%
COCCNC(=O)c1cc2c(=O)n3cccc(C)c3nc2n1C	-2%	-5%	.	6%	10	-1%	-3%	0%	0%	-2%
Cc1ccc2[nH]c(=O)c(CN(Cc3ccccc3)C(=S)NCCCN(C)C)cc2c1	-11%	-3%	-5%	9%	-17	10%	1%	10%	-13%	5%
COC(=O)N/N=C/c1cccc(OC(=O)c2ccc3c(c2)OCO3)c1	1%	-3%	1%	.	-4	-12%	20%	.	42%[activator]	-2%
CC(C)NS(=O)(=O)c1ccc(NC(=O)Cc2ccsc2)cc1	-2%	-3%	-1%	-1%	15	-7%	-14%	16%	7%	9%
COCCSc1ccccc1C(=O)Nc1ccncc1	-4%	-8%	3%	-8%	1	-5%	22%	-16%	3%	13%
CN(C(=O)COC(=O)C(Cc1ccccc1)NC(=O)c1ccccc1)c1ccccc1 (stereo not drawn)	-7%	1%	3%	1%	5	-1%[46.1 µM]	7%	-17%	-2%	-1%
O/N=C/c1ccc2cccc(OCc3ccccc3)c2n1	14%	-5%	10%	16%	15	5%	-4%	9%	27%	-1%
O=C(Nc1ccc(F)cc1)Nc1nnc(Cc2ccccc2)s1	-1%	2%	-3%	-1%	-4	-5%	10%	-23%	6%	6%
C=C(C)Cn1c(Sc2nnc(C)s2)nc2c1c(=O)[nH]c(=O)n2C	-4%	-7%	1%	-3%	-8	-4%	-22%	-1%[11.7 µM]	5%	10%
COC(=O)c1ccc(SCc2ccccc2)nc1	.	-3%	2%	.	.	-8%	?	.	.	.
CC(C)CC(NC(=O)C1CCCN1C(=O)[C@@H](C)NC(=O)OCc1ccccc1)C(=O)NCC(N)=O (stereo partly drawn)	9%	-1%	-4%	-3%	3	-3%	11%	?	10%	-9%
CCN(CC)c1nc(N)c(C#N)c(CC#N)c1C#N	.	-3%	-10%	.	.	-1%	2%	.	.	.
COc1ccccc1N1CCN(C2CCCN(C(=O)CCc3ccccn3)C2)CC1 (stereo not drawn)	0%	.	1%	1%	-11	-7%	4%	.	-11%	0%
O=C(CCc1nnc(Cc2c[nH]c3ccccc23)o1)NC1CCCC1	-1%	-6%	4%	-13%	7	5%	10%	-1%	-2%	-4%
Cc1ccc(C(=O)NCC(=O)Nc2cc(C)ccn2)cc1	0%	0%	3%	.	2	2%	-5%	.	.	23%
Cc1ccc(CNC(=O)CSc2nc3ccsc3c(=O)n2NC(=O)c2ccccc2)cc1	-1%	-9%	-1%	-16%	7	4%	29%	2%	-9%	-7%
c1ccc(Cc2nnc3sc(-c4ccccn4)nn23)cc1	-1%	-5%	-4%	-6%	6	-34%	-3%[7.66 µM]	11%	2%	10%
Fc1ccc(-n2c(-c3ccco3)n[nH]c2=S)cc1	-10%	-4%	-2%	25%	14	-1%	-8%	0%	-1%	48%
COCCNC(=O)c1onc(CSc2cccc(C)c2)c1C(=O)O	-8%	-5%	2%	-1%	6	1%	-2%	9%	-21%	6%
COc1ccc(-c2cc3nc4c(c(N5CCC6(CC5)OCCO6)n3n2)CCC4)cc1	8%	-1%	32%	5%	-2	-1%	-4%	28%	-8%	-4%
O=C(O)c1ccccc1N=Nc1c(O)[nH]c2ccc([N+](=O)[O-])cc12	6%	-4%	-5%	16%	-13	0%	-4%	?	5%	-7%
Cn1cnnc1SC(C(=O)c1ccccc1)c1ccccc1 (stereo not drawn)	-4%	-3%	4%	4%	-1	5%	-23%	1%[11.7 µM]	0%	0%
CC(C)CNC(C)C(=O)Nc1ccc(S(N)(=O)=O)cc1 (stereo not drawn)	1%	2%	-1%	-5%	-1	-6%	-10%	12%	1%	-8%

Exported with bars between the fields: three of the compounds above.
SMILES | Mito fusion act | TSG101-PTAP inh | S-ASM inh | MBNL1 CUG block | TSHR antag | TCR activator | a7 integrin act | Menin-MLL TR inh | CXXC DNA block | A-T KAP1 phos
C=C(C)Cn1c(Sc2nnc(C)s2)nc2c1c(=O)[nH]c(=O)n2C | -4% | -7% | 1% | -3% | -8 | -4% | -22% | -1%[11.7 µM] | 5% | 10%
COC(=O)c1ccc(SCc2ccccc2)nc1 | . | -3% | 2% | . | . | -8% | ? | . | . | .
CC(C)CC(NC(=O)C1CCCN1C(=O)[C@@H](C)NC(=O)OCc1ccccc1)C(=O)NCC(N)=O (stereo partly drawn) | 9% | -1% | -4% | -3% | 3 | -3% | 11% | ? | 10% | -9%

An excerpt from above in order of length of the SMILES, falling:
SMILES	Mito fusion act	TSG101-PTAP inh	S-ASM inh	MBNL1 CUG block	TSHR antag	TCR activator	a7 integrin act	Menin-MLL TR inh	CXXC DNA block	A-T KAP1 phos
COc1ccc(-c2cc3nc4c(c(N5CCC6(CC5)OCCO6)n3n2)CCC4)cc1	8%	-1%	32%	5%	-2	-1%	-4%	28%	-8%	-4%
CN(C(=O)COC(=O)C(Cc1ccccc1)NC(=O)c1ccccc1)c1ccccc1 (stereo not drawn)	-7%	1%	3%	1%	5	-1%[46.1 µM]	7%	-17%	-2%	-1%
COCCSc1ccccc1C(=O)Nc1ccncc1	-4%	-8%	3%	-8%	1	-5%	22%	-16%	3%	13%

(list continues)
SMILES	Mito fusion act	TSG101-PTAP inh	S-ASM inh	MBNL1 CUG block	TSHR antag	TCR activator	a7 integrin act	Menin-MLL TR inh	CXXC DNA block	A-T KAP1 phos
CCc1nc2ccccc2n1CCC(C)C	-1%	-5%	0%	-14%	1	6%	-9%	-12%	2%	3%
CCOC(=O)CC1CCCCN1C(=O)CCCn1nnnc1CN1CCC(C)CC1 (stereo not drawn)	0%	.	2%	-9%	-1	-3%	19%	0%	-7%	-4%
Cc1ccc(C)c(N2CCN(C(=O)CCCCn3c(=O)[nH]c4ccccc4c3=O)CC2)c1	5%	-7%	-9%	8%	0	4%	17%	-7%	4%	-1%
COc1ccc(OC)c(CNS(=O)(=O)c2c(C)nc3scc(C)n3c2=O)c1	1%	2%	0%	?	4	-1%	10%	9%	10%	8%
CCC1CCC/C1=N\NC(=O)CCC(=O)Nc1ccccc1Cl (stereo not drawn)	-6%	-1%	3%	-9%	7	11%[46.1 µM]	9%	4%	-3%	8%
CCSc1nnc(NC(=O)[C@@H](NC(=O)c2ccccc2F)C(C)C)s1	?	0%	1%	-1%	-1	0%	-12%	-2%	3%	-1%
CCOC(=O)CC1=NN(c2ccccc2)C(=O)/C1=C\c1ccc(N(C)C)cc1	-4%	-5%	-26%	.	6	4%	28%	?	-3%	-6%
CCC(=O)N1N=C(c2cccs2)CC1c1ccc(C)cc1 (stereo not drawn)	9%	-2%	-2%	6%	-3	6%	5%	?	18%	0%
O=C(COC(=O)C12CC3CC(CC(O)(C3)C1)C2)NC12CC3CC(CC(C3)C1)C2	8%	-3%	2%	-5%	-37	3%	15%	-6%	0%	-1%
CC1CCc2cc(F)cc3c(O)c(C(=O)NCc4ccco4)c(=O)n1c23 (stereo not drawn)	5%	-4%	-1%	-3%	3	0%	34%	.	-2%	2%
Cc1cccc(N(CC(=O)NCc2ccc(F)cc2)C(=O)c2csnn2)c1C	3%	-2%	2%	-10%	6	10%	-19%	-5%	0%	1%
Nc1nc2sc3c(c2cc1C(=O)N1CCOCC1)CCCC3	-1%	-4%	82%[activator]	-5%	3	-2%	0%	12%	12%	5%
CCC(=O)c1ccc(OC(=O)C2CCN(C3=NS(=O)(=O)c4ccccc43)CC2)cc1	0%	-5%	-8%	.	-7	-3%	-12%	.	.	8%
C[C@@H]1CN([C@H](C)CO)C(=O)c2cc(NC(=O)Nc3ccc(C(F)(F)F)cc3)ccc2O[C@H]1CN(C)C(=O)Nc1ccc(F)cc1	.	-6%	-26%	.	.	-6%	-6%	.	.	.
